# M5 antag = human M5 muscarinic receptor antagonists, primary screen, CHO cells, Fluo-8 calcium fluorescence; CHO-hM5 cells, ACh EC80; 360,000 tested, 0.59% active; Muscarinic acetylcholine receptor M5 (Homo sapiens), P08912; AID 624040, 2012; inhibition, % at 3 µM;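 active = inhibition above a per-plate cutoff, the mean of that plate's test compounds plus 3 SD, cut at about 27% in these data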;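 also: 0% = acetylcholine EC80 with DMSO and 100% = DMSO without agonist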
# Target sequence (P08912 whole entry, looked up): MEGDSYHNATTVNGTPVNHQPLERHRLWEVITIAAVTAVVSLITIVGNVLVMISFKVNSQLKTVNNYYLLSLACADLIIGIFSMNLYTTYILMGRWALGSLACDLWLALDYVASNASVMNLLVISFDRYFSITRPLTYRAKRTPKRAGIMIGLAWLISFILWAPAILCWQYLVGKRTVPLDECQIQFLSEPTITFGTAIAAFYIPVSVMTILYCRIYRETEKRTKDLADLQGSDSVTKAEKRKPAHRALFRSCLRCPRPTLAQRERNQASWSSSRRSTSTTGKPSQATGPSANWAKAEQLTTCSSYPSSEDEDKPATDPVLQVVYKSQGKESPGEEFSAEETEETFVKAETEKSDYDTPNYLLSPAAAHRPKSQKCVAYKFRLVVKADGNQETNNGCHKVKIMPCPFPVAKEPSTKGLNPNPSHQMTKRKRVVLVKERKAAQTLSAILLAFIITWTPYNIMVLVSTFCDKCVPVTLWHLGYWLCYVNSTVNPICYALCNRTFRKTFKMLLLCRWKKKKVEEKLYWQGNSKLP
# M5 PAM = human M5 muscarinic receptor positive allosteric modulators, primary screen, CHO-K1 cells, Fluo-8 calcium fluorescence. activation, % at 3 µM. CHO-K1 hM5, ACh EC20 PAM; 0% = ACh EC20, 100% = ACh EC100. AID 624038, 2012. Muscarinic acetylcholine receptor M5 (Homo sapiens), P08912. 360,000 tested, 0.3% active;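 active = activation above the run cutoff, the mean activation of all test compounds plus 3 SD, cut at about 18% in these data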
#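 Test system: CHO-K1 hM5 cells / Doses: single-point, 3 µM nominal / Times: Post-acetylcholine fluorescence recording 140 s / Technique: Fluo-8 calcium fluorescence / Measure: Max/basal fluorescence ratio as % of EC20–EC100 ACh window / Benchmarks: low control EC20 acetylcholine (0%), high control EC100 acetylcholine (100%) / Replicates: one well per compound, no replicates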
# TAAR1 ag = human TAAR1 agonists, primary screen, Fluo-8 calcium fluorescence, CHO RD-HGA16 cells; Trace amine-associated receptor 1 (Homo sapiens), Q96RJ0; vehicle wells 0%, saturating PEA agonist 100%; activation, % at 3 µM; 360,000 tested, 0.99% active; AID 624467, 2012;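 active = activation above the mean activation of all test compounds in the run plus 3 SD, cut at about 38% in these data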
#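 Assay system – CHO-derived RD-HGA16 cells with stable Gα16 and human TAAR1 · Compound dosing – one-point dosing at 3 µM (nominal) · Incubation – 17-24 h seeding, 75 min 37 °C dye, 30 min RT · Measured by – kinetic Fluo-8 calcium fluorescence · Control set – DMSO vehicle as 0%, PEA at EC100 as 100% · Repeats – single well for each compound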
# CHRM1 agonist = human M1 muscarinic receptor agonists, primary screen, Fluo-8 calcium fluorescence, CHO-K1 cells, HTS; Muscarinic acetylcholine receptor M1 (Homo sapiens), P11229; CHO-K1 hM1, agonist mode; 0% DMSO, 100% acetylcholine EC100; activation, % at 3 µM; 360,000 tested, 0.33% active; AID 588814, 2011;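 active = activation above the run's mean compound activation plus 3 SD, cut at about 16% in these data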;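 also: peak over basal fluorescence ratio within a 140 s kinetic read after compound addition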
# Target sequence (P11229 whole entry, looked up): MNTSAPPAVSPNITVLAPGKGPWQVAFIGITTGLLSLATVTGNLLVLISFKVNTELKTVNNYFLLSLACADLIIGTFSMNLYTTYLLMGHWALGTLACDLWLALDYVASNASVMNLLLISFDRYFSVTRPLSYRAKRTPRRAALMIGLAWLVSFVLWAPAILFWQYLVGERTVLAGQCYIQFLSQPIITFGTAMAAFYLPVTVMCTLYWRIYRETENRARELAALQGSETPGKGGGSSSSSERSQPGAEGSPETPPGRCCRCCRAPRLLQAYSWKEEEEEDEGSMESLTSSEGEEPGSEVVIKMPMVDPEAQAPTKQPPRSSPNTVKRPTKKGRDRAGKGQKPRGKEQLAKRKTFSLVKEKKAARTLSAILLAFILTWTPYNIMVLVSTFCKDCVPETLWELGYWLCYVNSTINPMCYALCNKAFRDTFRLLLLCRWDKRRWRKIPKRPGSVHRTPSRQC
# M1 PAM = human M1 muscarinic receptor positive allosteric modulators, primary screen, CHO-K1 cells, Fluo-8 calcium fluorescence, 1536-well | Muscarinic acetylcholine receptor M1 (Homo sapiens), P11229 | CHO-K1 hM1, ACh EC20; 0% = ACh EC20, 100% = maximal ACh | activation, % at 3 µM | 360,000 tested, 0.088% active; in the data active = activation above about 19%, passing the limit was not always enough
# CHRM4 agonist = human M4 muscarinic receptor agonists, primary screen, CHO-K1 cells, Fluo-8 calcium fluorescence. Muscarinic acetylcholine receptor M4 (Homo sapiens), P08173. 360,000 tested, 0.14% active. CHO-K1 hM4/Gqi5; vehicle 0%, full acetylcholine response 100%. AID 624127, 2012. activation, % at 3 µM;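 active = activation above the run mean over all test wells plus 3 SD, cut at about 32% in these data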;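 also: peak over basal fluorescence ratio per well then scaled between controls; 0% = DMSO wells and 100% = acetylcholine at EC100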
# M5 ag = human M5 muscarinic receptor agonists, primary screen, CHO-K1 cells, Fluo-8 calcium fluorescence. activation, % at 3 µM. 360,000 tested, 0.19% active. CHO-K1 hM5 cells; 0% DMSO wells, 100% maximal acetylcholine response. AID 624037, 2012;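 active = activation above the run's mean over test compounds plus 3 SD, cut at about 23% in these data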;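 also: signal is peak over basal fluorescence ratio across the kinetic read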
# M4 antag = human M4 muscarinic receptor antagonists, primary screen, CHO cells, Fluo-8 calcium fluorescence | Muscarinic acetylcholine receptor M4 (Homo sapiens), P08173 | 360,000 tested, 0.73% active | AID 624125, 2012 | CHO-hM4 cells, ACh EC80 | inhibition, % at 3 µM;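 active = inhibition above its plate's cutoff, the mean inhibition of sample wells plus 3 SD, cut at about 27% in these data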;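 also: 0% = acetylcholine EC80 with DMSO and 100% = DMSO without agonist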
# CHRM1 antagonist = human M1 muscarinic receptor antagonists, primary screen, CHO-K1 cells, Fluo-8 calcium fluorescence, 1536-well; Muscarinic acetylcholine receptor M1 (Homo sapiens), P11229; inhibition, % at 3 µM; AID 588852, 2011; 360,000 tested, 1.3% active; CHO-K1 hM1, ACh EC80 antagonist;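 active = percent inhibition above its own plate's cutoff, namely the mean of that plate's compound wells plus 3 SD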;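 also: peak over basal fluorescence ratio during 140 s after agonist addition; 0% = ACh EC80 plus DMSO and 100% = DMSO alone without agonist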
# Active calls of the source: *; · = not tested or not shown. An excerpt (hit frequency here may not be typical).
molecule	M5 antag	M5 PAM	TAAR1 ag	CHRM1 agonist	M1 PAM	CHRM4 agonist	M5 ag	M4 antag	CHRM1 antagonist
CCC/C(=N\NC(=O)Cc1csc(N2CCOCC2)n1)c1ccccc1	-7	4	2	-4	10	0	0	-1	-13
Cc1cc(NC(=O)c2sc(Nc3ccc(F)cc3)nc2N)no1	10	3	4	-3	4	2	-1	-5	1
CCn1c(CNC(=O)c2ccccc2Br)nnc1SCC(=O)Nc1nncs1	6	2	3	-3	6	2	-3	-15	5
CCOc1cc(CNc2ccc(O)cc2)ccc1OCc1ccc(Cl)cc1Cl	-1	6	·	-4	8	-3	-5	0	-12
O=C(COC(=O)/C=C/c1ccc(Cl)cc1Cl)NCCC1=CCCCC1	24	27*	-1	0	-10	1	6	28*	19
NC(=O)c1ccc(-n2nnnc2SCC(=O)NC2CCCCC2)cc1	10	1	20	-4	-1	2	-3	-2	6
Cc1cnc(C(=O)OCC(=O)c2ccc(C)s2)cn1	10	3	12	-3	9	1	1	-7	-4
COc1cc2c(cc1NC(=O)C(C)OC(=O)C1CC(=O)N(Cc3ccco3)C1)oc1ccccc12 (stereo not drawn)	1	-5	0	-2	1	1	-3	10	0
CC(OC(=O)C1CCCO1)C(=O)NC1CCCC1 (stereo not drawn)	-1	4	6	-3	8	0	1	1	-2
CCCc1ccc(S(=O)(=O)N2CCN(C(C)C(=O)NCc3ccccc3)CC2)cc1 (stereo not drawn)	7	-6	-1	-4	-4	2	-3	11	1
COc1nn(C(C)C(=O)N2N=C(C(F)F)CC2(O)C(F)F)cc1[N+](=O)[O-] (stereo not drawn)	-3	-2	4	-5	4	0	-1	6	-1
Cc1ccc(S(=O)(=O)NC(=O)COc2ccccc2C(N)=O)cc1	5	-3	17	4	6	2	2	-1	-3
COc1cc(C)ccc1OCCOCCOc1ccc(C)cc1[N+](=O)[O-]	6	-1	-1	-7	-3	0	0	7	2
O=C(CCCN1C(=O)/C(=C/c2ccccc2)SC1=S)Nc1ccccc1O	-14	12	12	-3	-2	2	5	-10	1
N#Cc1nc(COc2ccccc2F)oc1N1CCCCCC1	-3	-3	15	-6	-11	2	-12	-7	-11
CCc1nc2ccc(C(=O)Nc3cccc(OCC(=O)N(C)C)c3)cn2c1N(C)Cc1ccc(OC)cc1	15	-9	11	-2	-19	15	1	4	15
O=C(Nc1cccc([N+](=O)[O-])c1)C1CC(=O)N(Cc2ccccc2)C1 (stereo not drawn)	-1	1	12	-1	-5	3	0	-21	2
COc1cccc(NC(=O)Cn2c(CCC(=O)O)ccc2-c2ccc(Cl)cc2)c1	5	-4	5	-6	12	1	1	-8	-9
CCCc1cc(C(=O)Nc2ccc(C#N)cc2)no1	11	-1	-1	-6	6	4	-1	-2	-6
CC1CCN(C(=O)CCN2C(=O)/C(=C/c3cccs3)SC2=S)CC1	0	3	-2	0	1	1	0	-2	0
O=C1[C@@H]2[C@H](C(=O)N1CC(O)COCc1ccccc1)C1C=C[C@H]2C1 (stereo partly drawn)	-2	-4	1	4	16	1	2	-7	-6
CCCc1ccc2oc(C(=O)N3CCC(N4CCCC(O)C4)CC3)c(C)c2c1 (stereo not drawn)	4	-1	0	-5	4	2	-8	-6	-6
O=C(CN(C(=O)CNC(=O)c1cccs1)c1cccc(F)c1)NC1CCCC1	3	5	3	0	17	4	-1	0	-18
CCCN(C(=O)CSCc1ccccc1C)c1c(N)n(Cc2ccccc2)c(=O)[nH]c1=O	2	-3	0	5	26*	2	-1	-4	-27
C[C@@H]1CN([C@@H](C)CO)C(=O)c2cc(N(C)C)ccc2O[C@@H](C)CCCCO[C@@H]1CN(C)S(=O)(=O)c1cccs1	-3	3	0	-4	5	1	0	-11	-12
COc1cc(C(=O)NCC(c2ccco2)N2CCCC2)ccc1OCc1ccc(Cl)cc1Cl (stereo not drawn)	-11	-43	19	-6	-24	5	-11	52*	49*
Cc1ccc(S(=O)(=O)N2CCN(C(C)CC(=O)O)CC2)cc1 (stereo not drawn)	5	4	-1	-1	2	0	1	-2	-5
O=[N+]([O-])c1cccc(/C=C/c2nc(C=Nc3ccccc3)c(O)o2)c1	-11	4	3	-4	0	0	0	-4	6
O=c1c2cnn(-c3ccccc3)c2ncn1Cc1cccc(Cl)c1	-5	3	-1	0	10	2	0	-17	-18
COc1ccc(C)cc1N(CC(=O)Nc1cccc(N(C)S(C)(=O)=O)c1)S(C)(=O)=O	2	-1	20	-3	-4	2	3	6	-1
CCOC(=O)c1ccc(NC(=S)NC(=O)c2cncc(Br)c2)cc1	1	1	-2	-4	0	0	-1	0	-3
S=c1[nH]nc(-c2ccccc2)c2ccccc12	-11	0	-3	-8	-2	0	-4	0	-2
O=C1C2C3C=CC(C3)C2C(=O)N1c1ccc2c(c1)OCO2 (stereo not drawn)	-2	-3	12	-4	-3	0	-2	-4	2
CCOC(=O)CSc1nc2ccccc2c(=O)[nH]1	7	-2	0	9	7	1	2	-6	2
CCc1ccc(OCCOC(=O)Nc2ccccc2)cc1	7	-6	0	-3	-6	-2	-6	-8	5
CCOc1ccc(NS(=O)(=O)c2ccc(C(=O)N3CC(C)OC(C)C3)cc2)cc1 (stereo not drawn)	5	-17	130*	55*	-22	66*	57*	3	34*
CC[C@H](C)[C@H](NC(N)=O)C(=O)Nc1ccccc1F	0	8	8	-2	11	2	-2	-5	-6
COc1cccc(CN(C)C(=O)c2ccc(C)c(S(=O)(=O)N3CCCCC3)c2)c1	13	-10	13	-6	4	7	-3	-1	-6
CCOC(=O)c1sc(=NC(=O)c2cccc(Br)c2)n(C)c1C	-2	-1	3	-1	4	0	-1	6	-11
O=C(NCCC1=CCCCC1)C1CCN(S(=O)(=O)c2ccc(-n3cnnn3)cc2)CC1	4	-5	2	-4	7	2	0	4	-12
CCCCn1c(O)c2n(c1=O)Cc1ccccc1N=C2c1ccccc1	-7	2	1	-6	0	2	0	-14	-26
CCCn1c(SCC(=O)Nc2cccnc2Cl)n[nH]c1=O	7	3	3	-4	-5	-1	0	-4	13
CCOC(=O)CSc1nn(-c2ccccc2)c(=S)s1	-1	11	10	-7	4	-1	-3	-3	-7
COc1ccccc1CCc1nnc(CCC(=O)NCC[C@@H]2C[C@@H]3C=C[C@H]2C3)o1	7	-2	3	-7	4	1	-4	-8	5
O=C(NCc1ccc(F)cc1)C1CCCN(S(=O)(=O)c2cccnc2)C1 (stereo not drawn)	-8	5	9	-2	-1	2	-4	-6	4
Cn1c(/C(C#N)=C2/CCCCCN2)nc2ccccc21	9	-14	5	-5	-3	2	-3	-9	2
Cc1cccc(C(=O)NNC(=O)/C=C/C(=O)O)c1	4	-7	-1	0	5	1	-2	1	1
CC(C)OC(=O)CSc1nnc(CNc2ccc(Cl)cc2)n1Cc1ccccc1	19	-27	15	1	-12	11	2	16	20
COC(=O)N[C@H](c1ccccc1)[C@@]1(C)C[C@@H]1[C@@H](C)C(=O)Nc1ccc2ccccc2c1	5	6	8	-10	10	-1	-4	-6	-2
COc1ccccc1NC(C)=O	-5	5	4	-1	3	1	-2	-3	-22

# Part of the list above, with two lines to a compound.
# Order of results: M5 antag	M5 PAM	TAAR1 ag	CHRM1 agonist	M1 PAM	CHRM4 agonist	M5 ag	M4 antag	CHRM1 antagonist
> CCCc1cc(C(=O)Nc2ccc(C#N)cc2)no1
  11	-1	-1	-6	6	4	-1	-2	-6
> O=[N+]([O-])c1cccc(/C=C/c2nc(C=Nc3ccccc3)c(O)o2)c1
  -11	4	3	-4	0	0	0	-4	6

# The listing continues:
molecule	M5 antag	M5 PAM	TAAR1 ag	CHRM1 agonist	M1 PAM	CHRM4 agonist	M5 ag	M4 antag	CHRM1 antagonist
CC1CCCC(C)N1CCCNC(=O)Cn1cc2c(n1)CCCC2 (stereo not drawn)	-1	-6	0	-13	-12	0	-2	4	9
COc1ccc(C(=O)NC(CCSC)C(=O)NCc2nnc3ccccn23)cc1 (stereo not drawn)	4	3	0	-4	5	0	1	-6	-8
CCc1ccc(-c2cc(C(=O)NCc3ccccn3)c3ccccc3n2)cc1	2	-6	-2	-5	-1	6	-1	-1	-4
O=C(CC(NC(=O)OCc1ccccc1)c1nn[nH]n1)OCc1ccccc1 (stereo not drawn)	0	-2	1	-1	4	0	1	-6	-10
CC1=CC(=C(C#N)c2nc3ccccc3s2)C=C(C)N1Cc1ccco1	3	0	8	-5	0	2	2	2	-7
CN(CCc1cnn(C)c1)C(=O)C1CCC(=O)N(CC2CCCCC2)C1 (stereo not drawn)	5	0	2	-2	9	1	-3	2	-6
C[C@@H]1CCCCO[C@@H](CN(C)S(=O)(=O)c2cccs2)[C@@H](C)CN([C@H](C)CO)C(=O)c2cc(NS(=O)(=O)c3ccccc3)ccc2O1	-1	-3	3	-7	6	1	-2	-11	-12
Cc1ccc(CNC(=O)c2ccc(Cl)c(S(=O)(=O)N3CCCCC3)c2)cc1	0	-3	8	-4	-3	7	2	-11	3
COc1ccc(NS(=O)(=O)c2cc(NC(=O)/C=C/c3cccs3)ccc2N2CCOCC2)cc1	9	-10	8	-3	-4	6	0	0	6
CCOC(=O)C(C)Oc1ccc2c(-c3cccc([N+](=O)[O-])c3)cc(=O)oc2c1 (stereo not drawn)	-7	5	-2	-10	-3	-2	-6	-24	-10
COc1ccc(NC(=O)c2c(N)no[n+]2[O-])c(OC)c1	11	0	0	-7	5	1	-6	6	-5
O=C(c1ccc2c(=O)n3c(nc2c1)CCCCC3)N1CCN(c2ccccc2F)CC1	15	-4	0	-6	12	2	-1	-7	-7
COc1ccc(CNC(=O)c2c[nH]c3ccccc3c2=O)cc1	-6	9	6	0	20	1	2	1	-24
CCOc1ccccc1CN1CCNC(=O)C1CC(=O)N(C)Cc1cnccn1 (stereo not drawn)	-9	4	3	0	7	1	7	-5	-9
COc1ccc2nc(C)cc(SCC(=O)N/N=C/c3ccco3)c2c1	15	-2	1	-9	8	-1	1	-7	-9
C#CCN(C[C@@H]1[C@@H](OC(=O)NCc2ccco2)[C@@H](OC(=O)NCc2ccco2)Cn2c(=O)n(CCCCCC)c(=O)n21)S(=O)(=O)c1ccc(C)cc1	-6	0	10	-2	4	2	1	-2	-5
